MC4R antagonist: blocks human MC4R cAMP signaling; P32245; MC4R-expressing cells, MTII-stimulated cAMP, LANCE TR-FRET; inhibition, % at 6.5 µM; 0.48% of 360,000 active;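 active = inhibition above its plate's cutoff, the mean of tested wells on that plate plus 3 SD, cut at about 29% in these data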;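 also: 0% = Melanotan II alone and 100% = Melanotan II plus saturating MCL0020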
Target sequence (P32245 whole entry, looked up): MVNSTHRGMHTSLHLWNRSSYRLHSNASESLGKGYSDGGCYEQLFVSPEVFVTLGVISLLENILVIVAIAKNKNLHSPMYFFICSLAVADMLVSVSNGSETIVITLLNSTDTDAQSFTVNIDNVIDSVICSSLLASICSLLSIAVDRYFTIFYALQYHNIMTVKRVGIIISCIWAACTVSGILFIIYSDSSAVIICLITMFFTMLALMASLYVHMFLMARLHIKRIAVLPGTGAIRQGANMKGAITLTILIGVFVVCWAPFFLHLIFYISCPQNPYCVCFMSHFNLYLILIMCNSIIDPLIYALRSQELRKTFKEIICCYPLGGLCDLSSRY
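material = U2OS cells stably expressing human melanocortin 4 receptor (MC4R) | also added = Melanotan II challenge | dosing = single nominal compound dose of 6.5 µM | detection = TR-FRET with Eu-cAMP and labeled anti-cAMP, 671 nm | replication = singlicate | timing = compound 30 min, challenge 1 h, detection 1 h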
Glyco luc inh: N-linked glycosylation inhibition; D54 ERlucT glycosylation luciferase reporter, 24 h; percent of 100 nM tunicamycin response; reporter increase, % at 12.5 µM; 0.23% of 360,000 active; AID 588692;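 active = mean luciferase reporter signal, scaled so untreated is 0 and the glycosylation-blocking control 100, at or above a set limit in every replicate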;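 also: luciferase carries N-glycosylation sites so blocking glycosylation raises the light; 0% = median of neutral control wells and 100% = median of 100 nM tunicamycin wells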
iPSC survival up: hiPSC single-cell survival enhancement. AID 602274. 0.044% of 360,000 active. ATPlite luminescence; 100% = ROCK inhibitor wells, 0% = DMSO. survival enhancement, % at 20 µM; in the data active = survival enhancement above about 18%;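 also: cells exposed to compounds for 16 hours before the ATP read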
aDG glyco up: alpha-DG glycosylation activation. Pro5-aDG cells, alpha-DG glycosylation AlphaScreen (IIH6); 0% Pro5, 100% B10-LARGE cell signal. activation, % at 10 µM. 0.22% of 360,000 active;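 active = activation of at least 8% versus controls, or a plate z-score of at least 8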;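 also: Pro5 are CHO cells carrying HIG-tagged alpha-DG that lacks glycosylation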
MC4R ag barr: agonists of human melanocortin 4 receptor (MC4R) beta-arrestin; P32245; U2OS MC4R beta-arrestin complementation, luminescence; percent of melanotan II response, DMSO zero; activation, % at 8.9 µM; 0.98% of 360,000 active; AID 540308;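 active = activation above a per-plate cutoff, the mean activation of sample wells on that plate plus 3 SD, cut at about 8% in these data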
Exocytosis inh: blocks lytic granule exocytosis | TALL-104 LAMP-1 surface exposure, flow cytometry; cells stimulated with thapsigargin and PMA | inhibition, % at 10 µM | 0.66% of 360,000 active | AID 651702;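 active = inhibition above about 55%, limit read from the data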
ABCB6 inh 2: inhibitors of human ABC transporter ABCB6; AID 602162; fluorescence ratio to DMSO, % at 10 µM; 0.19% of 360,000 active; K562-ABCB6 porphyrin accumulation, flow cytometry, 1 h; active compounds read low;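 active = fluorescence ratio to DMSO below 75%, the collection mean minus 3 SD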;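 also: signal is porphyrin accumulated inside mitochondria; 100% equals median channel fluorescence of DMSO control wells; lower ratio means ABCB6 inhibition with less porphyrin fluorescence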
H9c2 protect: modulators protecting cardiomyocytes from myocardial damage | H9c2 cardiomyocytes, H2O2 injury protection, ATPLite, 2 h | protection from H2O2 cell death, % at 20 µM | 0.63% of 360,000 active;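 active = compounds giving at least 50% protection of heart cells from peroxide-induced death in the single-dose screen, raw or plate-pattern-corrected value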;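 also: 0% = DMSO wells with peroxide and 100% = DMSO wells without peroxide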
ABHD5 PLIN5 PPI: ABHD5-PLIN5 protein interaction inhibition; Split G. princeps luciferase complementation, luminescence, 4 h; Q00G26+Q8WTS1; AID 602281; inhibition, % at 4 µM; 0.78% of 360,000 active;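 active = inhibition above the mean inhibition across every tested compound plus 3 SD, cut at about 22% in these data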;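 also: 0% = DMSO only wells and the 100% control is not disclosed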
m5-HT2A agonist: mouse HTR2A agonism via beta-arrestin recruitment; P35363; CHO-K1 mHTR2A beta-arrestin complementation, luminescence; percent of 30 µM serotonin response; activation, % at 7.6 µM; 0.66% of 360,000 active; AID 624169;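 active = activation above a run cutoff, the mean activation of all tested compounds plus 3 SD, cut at about 14% in these data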;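 also: 0% = plate median of compound wells and 100% = 30 µM serotonin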
Target sequence (P35363 whole entry, looked up): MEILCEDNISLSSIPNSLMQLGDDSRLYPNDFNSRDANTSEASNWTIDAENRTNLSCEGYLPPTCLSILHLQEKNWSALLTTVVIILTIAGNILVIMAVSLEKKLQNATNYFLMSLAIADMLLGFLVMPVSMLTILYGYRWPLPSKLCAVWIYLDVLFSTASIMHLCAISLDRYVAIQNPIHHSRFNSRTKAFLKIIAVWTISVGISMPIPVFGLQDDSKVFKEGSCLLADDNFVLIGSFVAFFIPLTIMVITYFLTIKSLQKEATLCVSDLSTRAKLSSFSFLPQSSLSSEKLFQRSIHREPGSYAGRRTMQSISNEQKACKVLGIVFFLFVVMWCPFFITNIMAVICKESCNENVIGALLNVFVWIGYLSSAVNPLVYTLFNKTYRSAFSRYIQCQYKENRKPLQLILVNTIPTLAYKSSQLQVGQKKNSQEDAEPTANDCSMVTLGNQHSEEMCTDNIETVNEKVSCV
Numbers without * were called inactive; · = no result given. No enrichment for hits, and some 4.5% of all compounds hit somewhere here.

| cpd | Compound | MC4R antagonist | Glyco luc inh | iPSC survival up | aDG glyco up | MC4R ag barr | Exocytosis inh | ABCB6 inh 2 | H9c2 protect | ABHD5 PLIN5 PPI | m5-HT2A agonist |
| --- | --- | --- | --- | --- | --- | --- | --- | --- | --- | --- | --- |
| 1 | C=CCN(CC=C)CCOc1ccc(C)cc1[N+](=O)[O-] | 10 | -1 | 1.1 | 0.4 | -1.2 | -14 | 90 | -8 | -3 | -3 |
| 2 | CN(C)C(=O)NC(NC(=S)Nc1ccccc1)C(Cl)(Cl)Cl (stereo not drawn) | 0 | 0 | 1.5 | -0.3 | -3.3 | -3 | 95 | -1 | -6 | 3 |
| 3 | C=CCn1c(SCC(=O)NC(=O)Cc2ccccc2)nnc1-c1ccccc1F | -6 | 0 | -0.2 | 0.0 | -0.9 | -4 | 93 | 4 | 1 | 1 |
| 4 | COc1cc(CC(=O)N(C)CC(=O)Nc2cc(C)ccc2C)cc(OC)c1OC | 10 | 3 | -0.1 | -0.2 | -0.2 | 7 | 109 | -2 | 1 | 5 |
| 5 | COc1cccc(OC)c1CC1SC(=O)NC1=O (stereo not drawn) | -5 | -1 | 1.2 | 0.3 | -1.8 | 13 | 104 | 1 | -2 | 0 |
| 6 | Cc1nc(C)c(C(=O)OCC(=O)Nc2ccc(C)c(C)c2)s1 | 4 | 0 | 3.8 | -0.1 | -0.1 | 0 | 106 | -3 | 0 | -1 |
| 7 | CN(CCCNC(=O)c1cn(C)c2ccc(S(=O)(=O)N(C)C)cc2c1=O)c1ccccc1 | 8 | 0 | -1.2 | 0.0 | -1.1 | -1 | 104 | 0 | 1 | -3 |
| 8 | CN1C(=O)N(CC(=O)Nc2ccc3c(c2)OCO3)C(=O)C12CCCCC2 | 10 | 1 | -0.9 | 0.1 | -1.7 | -2 | 97 | -3 | -2 | 4 |
| 9 | Cc1ccc(NC(=O)COC(=O)C2COc3ccccc3O2)cc1S(=O)(=O)N1CCOCC1 (stereo not drawn) | 2 | 0 | 1.7 | 0.0 | 0.4 | -3 | 100 | 8 | 5 | -3 |
| 10 | O=C(CCc1ccc(O)cc1)NN=Cc1ccc2c(c1)OCO2 | 1 | 3 | -1.4 | 0.3 | -1.0 | -4 | 103 | -3 | -3 | -1 |
| 11 | COc1ccccc1NC(=O)CSc1nc2ccccc2n1C(C)=O | 4 | -1 | 0.1 | 0.1 | -1.8 | -1 | 101 | -1 | 1 | 2 |
| 12 | N#Cc1ccccc1NC(=O)CSc1ccc([N+](=O)[O-])cn1 | 0 | 1 | -0.4 | 0.1 | -0.2 | 0 | 100 | 6 | -2 | 5 |
| 13 | CN1CCN(C(=O)CCNC(=O)Cn2ccc3ccccc3c2=O)CC1 | 6 | -1 | 1.7 | 0.4 | -0.9 | -2 | 94 | 2 | 6 | -2 |
| 14 | Cc1csc(NC(=O)c2nc3nccc(C)n3n2)n1 | 5 | -1 | -2.0 | -0.2 | 1.2 | 0 | 87 | -9 | -4 | 11 |
| 15 | CCOc1ccc(NC(=O)Cn2c(=O)oc3cc(Cl)ccc32)cc1 | 5 | 0 | 1.1 | -0.2 | -0.1 | -4 | 97 | -4 | 1 | -8 |
| 16 | CCn1c(SCC(N)=O)nnc1C(C)C | 12 | 0 | -0.8 | -0.4 | -1.4 | 9 | 102 | 12 | 3 | 6 |
| 17 | Cc1ccc(Nc2cc(=O)n(C3CCCCC3)c(=O)[nH]2)cc1C | 2 | 2 | 1.3 | 0.5 | 1.1 | -1 | 100 | -25 | -13 | -1 |
| 18 | CC(C)Cn1c(N)c(C(=O)COC(=O)c2cc3ccccc3cc2O)c(=O)n(C)c1=O | 11 | -3 | -2.3 | 1.9 | 0.3 | 7 | 90 | -11 | 1 | -4 |
| 19 | COC(=O)c1ccc(N2CCN(C)CC2)c(NC(=O)COc2ccc(C)cc2)c1 | 3 | 2 | -0.6 | -0.3 | -4.5 | -1 | 103 | 1 | -4 | 4 |
| 20 | Cn1nc(C(=O)NC2CCCCC2)c2c1-c1ccccc1S(=O)(=O)C2 | 3 | 0 | 0.2 | -0.1 | 2.0 | -3 | 98 | -2 | 8 | -4 |
| 21 | O=c1c2ccccc2nnn1Cc1ccc2ccccc2c1 | 5 | -1 | -0.4 | -0.1 | -3.0 | 0 | 98 | -1 | -4 | 0 |
| 22 | Cc1ccc(S(=O)(=O)N2CCCCC2)cc1NC(=O)C1CC1 | 9 | -3 | 0.3 | 0.1 | -2.3 | 0 | 100 | 0 | 2 | 0 |
| 23 | CN(C)CCN1CCN(C2CN(Cc3cn(Cc4ccc(F)cc4)nn3)S(=O)(=O)C2)CC1 (stereo not drawn) | · | · | -0.3 | -0.1 | · | -4 | 94 | · | 4 | 2 |
| 24 | Cc1cccc(C(=O)Nc2nnc(SCC(=O)NCc3ccco3)s2)c1 | 5 | -1 | -0.3 | 0.0 | -3.2 | -5 | 106 | -6 | -1 | 8 |
| 25 | CN(C)S(=O)(=O)c1ccc(N2CCOCC2)nc1 | 0 | 0 | 1.6 | -0.1 | -1.4 | 4 | 89 | 6 | 0 | 3 |
| 26 | O=c1cc(C(Cl)(Cl)Cl)oc2c1ccc1ccccc12 | -23 | 5 | -1.7 | -0.3 | -1.7 | 1 | 98 | -13 | 2 | 2 |
| 27 | CC(C)(C)CC(=O)Nc1nnc(-c2cccs2)s1 | 0 | 2 | -0.7 | -0.3 | 1.1 | -4 | 98 | -1 | -10 | 5 |
| 28 | CNS(=O)(=O)c1ccc(NC(=O)c2csc(C)c2)cc1 | 13 | -1 | 0.1 | -0.1 | -2.0 | -1 | 97 | -5 | -1 | -2 |
| 29 | Cc1ccc(NC(=O)COc2coc(CN3CCN(Cc4ccccc4)CC3)cc2=O)cc1 | -3 | -2 | -0.4 | 0.8 | 2.3 | -4 | 96 | -3 | 11 | 4 |
| 30 | CCN(CC)CCNCc1ccc(-c2ccc(Cl)cc2)o1 | -2 | 0 | -1.5 | 0.1 | -1.1 | -4 | 91 | -2 | 20 | -5 |
| 31 | COc1ccc(O)c(/C=N/Nc2nc(Nc3ccccc3)nc(-n3nc(C)cc3C)n2)c1 | 5 | 3 | 0.3 | -0.7 | -4.0 | 2 | 93 | 42 | 8 | -22 |
| 32 | O=C(Nc1ccccc1O)c1ccc([N+](=O)[O-])cc1 | -2 | 2 | 0.1 | -0.2 | 1.1 | -7 | 98 | -4 | 9 | 9 |
| 33 | CCOC(=O)c1cc2c(ccc3nc(C)c(C)c32)[nH]c1C | 4 | 7 | -0.2 | 0.6 | 2.7 | 35 | 103 | -8 | -5 | 3 |
| 34 | CN1C(=S)SC(/[N+]([O-])=C\c2cccs2)C1(C)C (stereo not drawn) | -6 | 1 | 3.8 | 0.2 | 1.1 | 0 | 95 | -1 | 1 | -5 |
| 35 | COc1ccc(Oc2nc(SC)nc3ccccc23)cc1 | 5 | -4 | -0.2 | 0.5 | -1.5 | -2 | 103 | -13 | -7 | -1 |
| 36 | N#Cc1ccc(CSc2ccc(S(=O)(=O)N3CCCC3)cn2)cc1 | 9 | 0 | 0.1 | -0.2 | 0.8 | 7 | 92 | -9 | 2 | -1 |
| 37 | COc1ccc(C2CC(c3ccc(Br)cc3)Nc3nc(N)nn32)cc1 (stereo not drawn) | 6 | 0 | -1.2 | -0.1 | 7.5 | -7 | 97 | -2 | 9 | -3 |
| 38 | COc1ccc(NC(=O)/C(C#N)=C/c2ccc(OCCN3CCOCC3)c(OC)c2)c(OC)c1 | 4 | 2 | 0.2 | -0.5 | -2.7 | 6 | 97 | 28 | 10 | 1 |
| 39 | C=CS(=O)(=O)c1sc(Cl)c(N2CCOCC2)c1[N+](=O)[O-] | 22 | -4 | -0.5 | 0.3 | -2.4 | 0 | 97 | -32 | 43* | 3 |
| 40 | COc1ccc(CCNS(=O)(=O)CCNC(=O)c2ccccc2)cc1 | 1 | 3 | -0.4 | 0.0 | -4.0 | -1 | 99 | -4 | 11 | 1 |
| 41 | Cn1c(=O)c2c(ncn2CC(=O)OCC(=O)Nc2ccccc2Cl)n(C)c1=O | 5 | 1 | -1.3 | -0.3 | -1.7 | -4 | 94 | 5 | -2 | 4 |
| 42 | COc1ccc(S(=O)(=O)N2CCOC2CNC(=O)C(=O)NCCc2ccccc2OC)cc1C (stereo not drawn) | 2 | -1 | -1.2 | 0.1 | -1.2 | -3 | 93 | 0 | 6 | 0 |
| 43 | CCN1C(=O)[C@H]2[C@H]3CN=C(SCc4ccc(C)cc4)N3[C@@](C)(C(=O)OC)[C@H]2C1=O | 6 | 3 | -0.6 | 1.7 | -1.8 | -2 | 102 | 10 | 8 | -1 |
| 44 | Cc1ccc(-c2nc(CS(=O)(=O)CC(=O)NCCCN3CCN(C)CC3)c(C)o2)cc1 | 1 | 5 | 2.2 | 0.2 | 0.8 | 6 | 98 | 1 | -3 | -5 |
| 45 | CC12CCC(=O)N1C(C(=O)Nc1ccc(F)c(F)c1F)CS2 (stereo not drawn) | 5 | 0 | -0.4 | 0.1 | -3.3 | -6 | 100 | 1 | 2 | -4 |
| 46 | CN(Cc1ccccc1)C(=O)c1cccnc1 | -3 | 0 | 0.5 | -0.1 | -0.4 | -5 | 99 | 1 | -4 | 1 |
| 47 | CC(=O)Nc1ccc(NC(=O)C(C)Oc2ccccc2F)cc1 (stereo not drawn) | 3 | -1 | 0.5 | 0.7 | 3.9 | 0 | 87 | 7 | 6 | 3 |
| 48 | O=C(NC1CCSC1=O)c1ccccc1 (stereo not drawn) | 3 | -1 | 1.9 | -0.1 | -2.1 | 0 | 103 | 2 | -2 | -4 |
| 49 | COc1cc(OC)cc(-c2nnc(SCc3ccc(C(=O)O)cc3)o2)c1 | 6 | 1 | -0.5 | -0.1 | -1.5 | -2 | 99 | 3 | 5 | 1 |
| 50 | C=CCOc1cccc(C(=O)N2CCCC(Nc3ccc4c(c3)OCCO4)C2)c1 (stereo not drawn) | 7 | -1 | -0.3 | -0.1 | -2.1 | -4 | 97 | 0 | 0 | -7 |
| 51 | CC(=O)c1ccc(NC(=O)CN(c2c(C)cccc2C)S(C)(=O)=O)cc1 | 13 | 0 | -0.1 | 0.0 | 1.3 | 4 | 97 | -7 | 5 | 6 |
| 52 | CCOC(=O)c1[nH]c(C)c(C(=O)OCCN2C(=O)c3ccccc3C2=O)c1C | 0 | -2 | 1.9 | 0.0 | -0.8 | 2 | 84 | 43 | -3 | -3 |
| 53 | CN(CC(=O)Nc1ccc(F)c(F)c1F)C(=O)C1CCCC1 | 3 | -2 | -0.5 | -0.1 | -2.0 | 5 | 96 | -6 | -3 | -3 |
| 54 | Cc1cc2cc(CCNS(=O)(=O)c3ccc(F)cc3)c(=O)[nH]c2cc1C | 8 | -7 | -0.6 | 0.1 | 1.5 | 1 | 95 | -1 | 2 | -6 |
| 55 | O=C1Cn2nnc(-c3ccccc3)c2C2c3ccccc3CCN12 (stereo not drawn) | · | 2 | 1.1 | 0.1 | · | 4 | 96 | 9 | 2 | 0 |
| 56 | COc1ccc(CN2CC(C(=O)NCCCN3CCCC(C)C3)CC2=O)cc1 (stereo not drawn) | 34* | 3 | -0.2 | 0.7 | 0.1 | 6 | 97 | 0 | -9 | 4 |
| 57 | O=[N+]([O-])c1cc(C(F)(F)F)ccc1Cl | 6 | 2 | 0.2 | 0.0 | -0.4 | 1 | 104 | 0 | 3 | 7 |
